Screening data from PubChem BioAssay.
TGFb inhibitor = qHTS for Inhibitors of TGF-b | Potency, µM (series often up to 46.1 µM), for the others: at the top dose activity, negative = inhibition, hits mostly inhibitors | AID 588855, 2011 | HepG2 CAGA-GFP TGF-b/SMAD3 reporter, GFP fluorescence, 18 h; TGF-beta stimulated, 500 pg/mL final | 410,000 compounds, 1.2% hits; further: potency means the concentration at half of the fitted maximal effect; on the % scale 0 is the no-effect control and ±100 the full control effect; nearly all actives have a fitted effect of over 65% in size
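HEPG2 CAGA-GFP, 1000 cells/well; 2 h settle, 37 C; cpd via pin tool; TGF-b 500 pg/mL final; 18 h, 37 C; GFP imaging ex488/em500-530; %Activity normalised to -TGF-b and +DMSO controls; CRC fit, curve class.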
Akt phos inh = HTS Assay for Inhibitors of Akt Phophorylation: Primary Screen. Neuro2A IGF-stimulated pAkt S473 HTRF, 20 min; active compounds read low. activity change, % for hits at 50 µM. 360,000 compounds, 0.32% hits. AID 651550, 2012; in the data active means activity change below about -80%; inconclusive means mostly about -51% to -80%; further: on the % scale 0 is the no-effect control and ±100 the full control effect
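Neuro2A cells (4,500/well, DMEM with 0.5% FBS) were treated with compound at a single 50 µM final concentration, stimulated with 6 nM IGF for 20 min at 37 °C, and lysed. Phospho-Akt Ser473 was read by HTRF as 665/615 ratio ×10^4.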
MmCpn inh = Inhibitors of TCP-1 ring complex (TRiC) of Methanococcus maripaludis (MmCpn): qHTS. AID 504842, 2011. purified Mm-Cpn ATPase, ADP Transcreener TR-FRET. 330,000 compounds, 0.031% hits. Chaperonin Mm-Cpn (Methanococcus maripaludis). Potency, µM (highest dose often 76.9 µM), for the others: at the highest dose activity, negative = inhibition, usual class: inhibitors; further: potency means the concentration at half of the fitted maximal effect; on the % scale 0 is the no-effect control and ±100 the full control effect; nearly all actives have a fitted effect of over 80% in size
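Compound-treated chaperonin, 25 nM final, turns over 10 uM ATP at 37°C for 30 min following a 10 min preincubation; ADP generated competes with ADP-d2 for Eu-cryptate antibody, lowering FRET.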
CCT modulator = High-Throughput Screening for Modulators of Cytosolic Chaperonin Activity. activity change, % (test concentration not listed), hits read low. purified chaperonin ATPase assay, HTRF ADP detection, 30 min. AID 651819, 2012. 360,000 compounds, 0.3% hits; in the data active means activity change below about -30%; further: on the % scale 0 is the no-effect control and ±100 the full control effect
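First, chaperonin was dispensed at 40 nM or 20 nM final depending on batch activity. Next, compounds were pinned at 76 uM and ATP added at 10 uM. After 30 min at 37 °C, ADP detection reagents ran 30 min at ambient temperature.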
HepG2 viability = qHTS for Inhibitors of TGF-b: Cytotox Counterscreen; HepG2 CAGA-GFP viability, ATP luminescence, 18 h; Potency, µM (titrated, usually from 46.1 µM), inactives show at the highest dose activity change, negative = cytotoxicity, hits mostly cytotoxic; 410,000 compounds, 0.76% hits; AID 588856, 2011; further: potency means the concentration at half of the fitted maximal effect; some results filed as inactive show a strong effect at the top dose
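HepG2 CAGA-GFP cells (1000/well, DMEM with 1% FBS) received compound, then TGF-beta at 500 pg/mL final, and were incubated 18 hours at 37 degrees C. Viability was read by CellTiter-Glo luminescence. Media-only wells were set as complete cell-killing and DMSO as no toxicity.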
A549 viability = Nrf2 qHTS screen for inhibitors: counterscreen for cytotoxicity; A549 ARE-Fluc cells, CellTiter-Fluor viability, 18-24 h; Potency, µM (doses to about 46 µM), inactives show at the highest dose activity change, negative = cytotoxicity, hits mostly inhibitors; 390,000 compounds, 0.16% hits; AID 504648, 2011; further: potency means the concentration at half of the fitted maximal effect; on the % scale 0 is the no-effect control and ±100 the full control effect
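A549 ARE_Fluc cells in 5% FBS OPTI-MEM were exposed to compounds in concentration-response for 18-24 h at 37 deg C. Viability was read by CellTiter-Fluor fluorescence (Ex 405/Em 525) after 30 min, before the luciferase read.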
Nrf2 block = Nrf2 qHTS screen for inhibitors. AID 504444, 2011. 360,000 compounds, 2.1% hits. Potency, µM (top dose mostly 46 µM), without a hit: at the highest dose activity change, negative = inhibition, hits mostly inhibitors. A549 ARE-Fluc reporter, luciferase luminescence, 18-24 h; further: potency means the concentration at half of the fitted maximal effect; on the % scale 0 is the no-effect control and ±100 the full control effect; nearly all actives have a fitted effect of over 60% in size
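A549 ARE_Fluc cells, 5000/well, 5% FBS OPTI-MEM; compounds in dose-response, 18-24 h at 37 °C/5% CO2; CellTiter-Fluor viability read (Ex 405/Em 525), then BugLite luciferase luminescence = Nrf2 activity.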
Abeta yeast res = qHTS for compounds that reverse cellular toxicity of Amyloid beta (A-beta) peptide in yeast: Primary Screen | yeast expressing A-beta42, growth rescue, OD600, 48 h; response scale: 0% DMSO, 100% iron-clioquinol control | Potency, µM (doses to about 46.1 µM), without a hit: at the highest dose growth rescue, most hits filed as activators | 410,000 compounds, 0.063% hits; further: potency means the concentration at half of the fitted maximal effect; nearly all actives have a fitted effect of over 55% in size
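Growth rescue measured by 600 nm absorbance after 48 h yeast culture at 30 C with compound. Values normalized between DMSO and an equimolar ferric chloride plus clioquinol control.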
Nrf2 ARE act = qHTS of Nrf2 Activators. AREc32 ARE-luciferase reporter (MCF7-derived line), luminescence, 24 h. Potency, µM (titrated, usually from 46.1 µM), for inactives: at the top dose activation, actives largely listed as activators. 410,000 compounds, 0.31% hits; further: potency means the concentration at half of the fitted maximal effect; % of control where 0% means no effect; nearly all actives have a fitted effect of over 65% in size
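Cells of the AREc32 ARE-luciferase line are plated in OPTI-MEM containing 5% FBS and left overnight at 37 deg C. Compounds are pinned in, incubation continues 24 hr, and firefly luciferase signal is then measured.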
An asterisk follows results filed as active; i = inactive; u = inconclusive; x = no result given; [ ] = dose if it differs, or a comment. Unless noted, the call rests on the fitted dose curve; in most records, active means well fitted curve in the direction sought with a large enough effect; inconclusive means small, poorly fitted or top-dose-only effect, or another doubt; inactive means no such curve, though single readings can be large; an effect the other way counts as inactive or inconclusive.

Every second line gives: TGFb inhibitor, Akt phos inh, MmCpn inh, CCT modulator, HepG2 viability, A549 viability, Nrf2 block, Abeta yeast res, Nrf2 ARE act
CCOC(=O)c1ccc2[nH]c(C)c(CN3CCN(C)CC3)c(=O)c2c1
→ 0%, i, x, 0.7, -4%, -1%, x, -1%, -0.6%
Cc1cccc(CCNC(=O)C2CCN(S(=O)(=O)c3c(C)noc3C)CC2)c1
→ -2%, i, 2%, -4.5, -9%, -2%, -29%, 3%, -0.2%
Cc1ccc(CC(=O)Nc2cc([N+](=O)[O-])ccc2F)cc1
→ 9%, i, -1%, 0.4, 5%, -1%, 9%, -7%, -0.6%
Cc1cc(NS(=O)(=O)c2ccc(NC(=O)CN3C(=O)c4ccccc4C3=O)cc2)nc(C)n1
→ 16%, i, 1%, -1.9, -14%, -8%, 7%, 15%, -0.2%
C[C@H](NC(=O)c1cc2c(cn1)[nH]c1ccccc12)C(=O)O
→ 2%, i, 1%, 1.1, 2%, -7%, 3%, -55%[inhibitor], -0.9%
Cc1cccc(/C(N)=N/OC(=O)N2c3ccccc3Sc3ccccc32)c1
→ 8%, i, -3%, -0.4, -38%, u, u, -45%[inhibitor], -0.7%
CCOC(=O)N1CCC2CC1c1cc(-c3cccc(OC)c3)ccc12 (stereo unspecified)
→ -23%, i, x, -1.7, -30%, -2%, -2%, -1%, 1.2%
COC(=O)C1=CN(Cc2ccc(OC)cc2)C=C(C(=O)OC)C1c1cccs1
→ -1%, i, -10%, 0.8, -23%, -8%, -2%, -7%, 4.2%
CC(=O)Nc1ccc(NC2=Nc3ccccc3N3C2=Nc2c(c(C)nn2-c2ccccc2)C3c2ccccc2)cc1 (stereo unspecified)
→ 0%, i, -8%, -1.1, 2%, -4%, u, 4%, 0.1%
Cc1ccc(C(=O)CSc2nc3cc(S(=O)(=O)N4CCOCC4)ccc3o2)cc1
→ 0%, i, -15%, -0.8, -14%, -4%, 9%, 21%, 5.6%
CCCCn1c(=O)cc(O)c2ccccc21
→ -10%, i, 0%, -2.5, 8%, -15%, 15%, -18%, -0.3%
COc1ccc(C(=O)O/N=C(\N)c2ccccn2)cc1
→ 6%, i, 2%, 0.9, -42%, -8%, u, -64%[inhibitor], -1.4%
CC(C)(C)c1ccccc1OCC(=O)Nc1ncn[nH]1
→ -2%, i, 4%, -4.0, 3%, -15%, -7%, -3%, -0.1%
CCN(CC)C(=O)N1CCN(S(=O)(=O)c2ccc(C)cc2)CC1
→ -22%, i, 0%, -2.4, -25%, -3%, -8%, 8%, -0.7%
O=C(CN1CCN(c2ccc(O)cc2)CC1)NC(=O)NCc1ccco1
→ 3%, i, 0%, 0.6, 6%, 25%, 6%, -9%, 0.2%
O=C1c2c(Br)c(Br)c(Br)c(Br)c2C(=O)N1c1ccccn1
→ -29%, i, -1%, -0.1, -20%, -11%, 7%, -24%, 0.5%
CN(c1ccccc1)S(=O)(=O)c1cccc(C(=O)NCC(c2cccs2)N2CCOCC2)c1 (stereo unspecified)
→ -13%, i, x, -0.4, -31%, x, x, -1%, -2.3%
CCOCCCNC(=O)CN1CCN(Cc2ccccc2C)C1=O
→ 0%, i, 0%, -0.6, -10%, -5%, 22%, 5%, 0.1%
CCCn1c(=O)c(C(=O)NCc2ccccn2)c(O)c2ccccc21
→ 22%, i, -4%, -0.2, -14%, -11%, u, -11%, 2.8%
NC(=O)C1(N2CCCCC2)CCN(Cc2nc(-c3cccs3)no2)CC1
→ -6%, i, 0%, -3.3, 38%, 4%, -1%, 3%, -0.4%
COC(=O)C1=C(O)/C(=C\c2sccc2C)N=C1C
→ 2%, i, -2%, -2.6, -3%, 1%, 4%, 0%, 2.1%
CCCCCCn1nc(C(=O)N(CCOC)c2c(N)n(CCCC)c(=O)[nH]c2=O)c2ccccc2c1=O
→ 3%, i, 0%, -0.2, -2%, -14%, 0%, 5%, 0.4%
O=C(O)c1cccc(Nc2ccc3nonc3c2[N+](=O)[O-])c1
→ 2%, i, 0%, -0.8, -57%, u, -9%, 8%, -0.8%
N/C(=N\OC(=O)c1cccc(F)c1)c1ccccc1
→ 7%, i, -5%, 0.5, -26%, 3%, u, -11%, 11µM*
Cc1cc(Cl)c(OCCCSc2nc(C)cc(=O)[nH]2)c(Br)c1
→ -9%, i, 1%, -0.3, -29%, 5%, -17%, 14%, -0.2%
COc1ccc(S(=O)(=O)N2CCN(Cc3ccc(OC)c(OC)c3)CC2)cc1
→ -4%, i, 0%, -0.2, -16%, -5%, u, -2%, 5.3%
Cc1ccc(C(=O)N2CCC(C)CC2)cc1NC(=O)c1nsc2ccccc12
→ u, x, x, x, -30%, 2%, x, -5%, -0.6%
O=C(C1CCCCC1)N1C[C@@H](O)[C@H](n2cc(-c3ccc(F)cc3)nn2)C[C@@H]1c1ccc(Cl)cc1
→ u, i, x, -1.6, -22%, x, x, 10%, -1.2%
COc1ccc(CCNc2cc(C)nc3c(-c4ccccc4OC)cnn23)cc1OC
→ 0%, i, -3%, -1.6, 11%, 1%, u, 3%, 4.3%
Cc1ccc(CNC(=O)c2c[nH]n3c(=O)c(Cc4ccc(F)cc4Cl)c(C)nc23)cc1
→ u, x, x, x, -112%, -9%, -5%, 2%, -0.6%

Brought forward from above: 6 compounds, followed by the next part.
Every second line gives: TGFb inhibitor, Akt phos inh, MmCpn inh, CCT modulator, HepG2 viability, A549 viability, Nrf2 block, Abeta yeast res, Nrf2 ARE act
Cc1cc(Cl)c(OCCCSc2nc(C)cc(=O)[nH]2)c(Br)c1
→ -9%, i, 1%, -0.3, -29%, 5%, -17%, 14%, -0.2%
COc1ccc(S(=O)(=O)N2CCN(Cc3ccc(OC)c(OC)c3)CC2)cc1
→ -4%, i, 0%, -0.2, -16%, -5%, u, -2%, 5.3%
Cc1ccc(C(=O)N2CCC(C)CC2)cc1NC(=O)c1nsc2ccccc12
→ u, x, x, x, -30%, 2%, x, -5%, -0.6%
O=C(C1CCCCC1)N1C[C@@H](O)[C@H](n2cc(-c3ccc(F)cc3)nn2)C[C@@H]1c1ccc(Cl)cc1
→ u, i, x, -1.6, -22%, x, x, 10%, -1.2%
COc1ccc(CCNc2cc(C)nc3c(-c4ccccc4OC)cnn23)cc1OC
→ 0%, i, -3%, -1.6, 11%, 1%, u, 3%, 4.3%
Cc1ccc(CNC(=O)c2c[nH]n3c(=O)c(Cc4ccc(F)cc4Cl)c(C)nc23)cc1
→ u, x, x, x, -112%, -9%, -5%, 2%, -0.6%
Cn1cc(Br)c(C(=O)NNC(=O)Cc2ccc(Cl)cc2)n1
→ 0%, i, 0%, -0.5, 0%, 0%, -5%, 0%, -0.7%
O=C(NNC(=O)c1ccc([N+](=O)[O-])cc1)c1ccncc1
→ 9%, i, -1%, 0.5, -8%, -13%, -20%, 7%, -0.8%
Cc1cc([N+](=O)[O-])c(C)cc1-c1ccc(/C=N/NC(=O)c2cccnc2)o1
→ 4%, i, u, 1.7, -7%, 0%, 7%, -1%, -0.9%
Fc1ccc(OCc2nnc(SCCN3CCOCC3)o2)cc1
→ -9%, i, 1%, 1.3, 1%, 7%, 4%, -15%, 0.2%
CN(Cc1ccco1)C(=O)c1ccc(CNS(=O)(=O)c2ccc3c(c2)C(C)(C)C(=O)N3C)cc1
→ -6%, i, -1%, -5.2, -18%, -19%, u, -8%, 8.0%
S=C(NCCC1=CCCCC1)NCc1ccco1
→ 5%, i, 1%, -2.7, 0%, -9%, -19%, 0%, 3.5%
CCOc1ccc(CCN2CN(C3CCCCC3)CNC2=S)cc1OCC
→ 2%, i, -9%, -3.2, 10%, -6%, -3%, u, -1.1%
Cc1cc(C(=O)OCC(=O)Nc2ccccc2C(F)(F)F)on1
→ 17%, i, -2%, 1.5, -8%, 0%, -17%, 17%, 0.1%
CCn1c(SC(C)C(=O)NCC2CCCO2)nc2ccccc21 (stereo unspecified)
→ 3%, i, -4%, -1.7, -1%, 4%, 2%, -12%, 0.4%
CC1CCN(c2ccc([N+](=O)[O-])cc2C(=O)N2CCOCC2)CC1
→ -16%, i, -3%, 2.2, -14%, u, 3%, 7%, 0.1%
O=C(Nc1ccc(N2CCN(C(=O)c3cccs3)CC2)c(Cl)c1)c1ccco1
→ -7%, x, -2%, -1.3, -14%, u, x, -21%, 2.2%
COc1ccccc1-c1nnc(SCC(=O)O)n1-c1ccc(C)cc1
→ u, i, 0%, -0.5, -4%, -15%, -10%, -6%, 2.1%
COc1cc(C(=O)Nc2c(C(=O)N3CCOCC3)oc3ccccc23)cc(OC)c1OC
→ -3%, i, 0%, -0.8, -13%, -4%, 7%, x, -0.9%
c1cc2c(nn1)CCc1nonc1-2
→ 0%, i, 0%, 2.6, 4%, 4%, x, 7%[9.22 µM], 0.0%
CCOc1ccccc1NC(=O)Cc1coc2ccc(C)cc12
→ 26%, i, -1%, 1.2, -10%, 7%, -16%, u, 5.6%
CCCCC(=O)N=c1sc2cc(S(C)(=O)=O)ccc2n1C
→ u, i, 1%, 1.9, -2%, 17%, 14%, 7%, 3.7%
